# KKLEB cytotox = cytotoxicity in KKLEB CF airway cells, primary screen, cytotoxicity control for CF NF-kB inhibitor project, cell-based, uHTS, fluorescence assay plates; KKLEB CF airway cells viability, ATPlite luminescence, overnight; hits give low values; cells stimulated with P. aeruginosa culture filtrate; activity change (cytotoxicity), % at 5 µM; actives 0.36% (n = 360,000);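 active = corrected activity change at or below -50% at 5 µM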
# NR2E3 ag-1 = inhibitors of NR2E3-RetCOR corepressor binding, primary screen, NR2E3 agonist project, biochemical, TR-FRET, GST-NR2E3, biotin-RetCOR. Photoreceptor-specific nuclear receptor (Homo sapiens), Q9Y5X4. actives 0.12% (n = 320,000). AID 2300, 2010. 1536-well. inhibition of corepressor binding, % at 4.78 µM;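 active = percent inhibition above the cutoff of mean plus 3 SD of all tested compounds, set per screening campaign, cut at about 20% in these data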;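 also: 0% = DMSO wells and 100% = biotin wells as full block of FRET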
# Target sequence (Q9Y5X4 whole entry, looked up): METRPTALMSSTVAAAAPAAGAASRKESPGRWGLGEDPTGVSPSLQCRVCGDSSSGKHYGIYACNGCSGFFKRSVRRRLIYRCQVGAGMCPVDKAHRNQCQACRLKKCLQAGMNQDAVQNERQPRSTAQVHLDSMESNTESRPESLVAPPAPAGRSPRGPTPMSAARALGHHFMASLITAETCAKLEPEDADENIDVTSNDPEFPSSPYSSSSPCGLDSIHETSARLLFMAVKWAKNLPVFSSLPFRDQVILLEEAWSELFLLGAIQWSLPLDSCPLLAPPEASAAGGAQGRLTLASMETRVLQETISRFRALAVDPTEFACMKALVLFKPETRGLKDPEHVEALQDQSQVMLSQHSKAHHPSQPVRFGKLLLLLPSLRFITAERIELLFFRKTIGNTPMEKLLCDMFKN
#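 system = GST-tagged NR2E3 plus biotinylated RetCOR corepressor | input = 1.35 nM GST-NR2E3 | also added = 7 nM biotin-RetCOR | schedule = 5 h incubation at 4 °C | measured by = TR-FRET with europium anti-GST and streptavidin-D2, 340 nm excitation | read-out = percent loss of FRET ratio relative to control wells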
# TROY NFkB inh = inhibitors of TROY-driven NF-kB signaling, primary screen, Q293 LMP1-TROYcd cells, NF-kB luciferase, uHTS; inhibition, % at 10 µM; AID 1347056, 2019; actives 0.98% (n = 360,000); Q293 LMP1-TROYcd NF-kB luciferase reporter, 4 h;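 active = compounds whose plate-normalised and pattern-corrected inhibition of the luciferase reporter signal at the single screening dose is 50% or more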
# HIF-2a inh = HIF-2a reporter inhibitors, primary screen, luminescence, 786-0 RCC cells | 786-0 RCC cells HIF-2a reporter, luciferase luminescence, overnight | inhibition, % at 18.8 µM | actives 0.72% (n = 360,000);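 active = inhibition of the luminescence signal of 40% or more relative to plate controls, in a single-dose primary screen at 18.75 µM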
# CF NFkB block = inhibitors of PAF-induced NF-kB signaling, primary screen, cell-based, GFP fluorescence, uHTS | KKLEB NF-kB-GFP reporter, GFP fluorescence overnight | AID 588850, 2011 | actives 0.86% (n = 360,000) | inhibition, % at 5 µM;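 active = at least 50% inhibition at 5 µM, scaled per plate between neutral and stimulator controls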;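 also: PAF is a Pseudomonas aeruginosa culture filtrate used as stimulus; plate controls were PAF-stimulated DMSO wells for no effect and unstimulated DMSO wells for full effect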
# TRPM1 prom inh = inhibitors of MITF-dependent TRPM1 promoter reporter, primary screen, cell-based, SK-MEL-5, single point, luciferase | SK-MEL-5 TRPM1 promoter luciferase, 24 h | inhibition, % at 12.5 µM | actives 0.83% (n = 330,000) | AID 488899, 2010;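 active = mean inhibition across replicates of 60% or more, whatever share of single replicates reaches that level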; also: values of inactives mirror those of a sister screen read the other way
# Shn3 3UTR inh = reduction of Shn3 3'UTR firefly luciferase signal, primary screen, Schnurri-3 inhibitor project, cell-based, Clone20 osteoblasts, set 2 | Clone20 osteoblast Shn3 3'UTR firefly luciferase, 24 h | inhibition, % at 12.5 µM | actives 0.52% (n = 360,000);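 active = mean inhibition of at least 75% with every replicate also reaching 75%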;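 also: 0% = median of neutral control wells and 100% = pilot-screen positive control compound; some compounds past the cut are filed as inactive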
# NR2E3 ag-2 = NR2E3 agonists in two-hybrid cells, primary screen, cell-based, luminescence, CHO-S, Gal4-NCOR/VP16-NR2E3 | luciferase | inhibition of corepressor binding, % at 3.98 µM | actives 0.35% (n = 360,000) | AID 602229, 2012;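 active = inhibition above the mean of all tested compounds plus 3 SD, cut at about 70% in these data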;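 also: 0% = DMSO with NR2E3 transfected cells and 100% = cells lacking NR2E3 construct; higher means lower luciferase signal from less NR2E3 corepressor binding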
# C8 TRAIL sens = viability loss with TRAIL in NB7+C8 cells, primary screen, TRAIL sensitizer project, cell-based, ATPlite luminescence; AID 624354, 2012; actives 1% (n = 360,000); inhibition (viability loss, TRAIL sensitization), % at 10 µM;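 active = compounds causing at least 50% loss of cell viability in the single-dose screen, relative to plate controls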
# Peg3 promoter = Peg3 promoter-driven luciferase inhibitors, primary screen, cell-based, HeLa, luciferase luminescence; inhibition, % at 20 µM; HeLa PEG-Prom luciferase reporter, overnight; actives 1.7% (n = 360,000);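 active = inhibition of at least 50% at 20 µM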
# TWEAK Fn14 block = inhibitors of TWEAK-Fn14 signaling, primary screen, luciferase reporter cells, uHTS; actives 2% (n = 360,000); inhibition, % at 10 µM; TWEAK-stimulated Fn14 reporter cells, luciferase luminescence, 8 h; in the data active = inhibition above about 50%
# Numbers without * were called inactive; · = not tested or not shown.
SMILES,KKLEB cytotox,NR2E3 ag-1,TROY NFkB inh,HIF-2a inh,CF NFkB block,TRPM1 prom inh,Shn3 3UTR inh,NR2E3 ag-2,C8 TRAIL sens,Peg3 promoter,TWEAK Fn14 block
Cc1cccc(N2CCN(C(=S)c3ccc4c(c3)OCO4)CC2)c1,-12,·,1,-24,9,1,7,-101,15,-5,8
C=CCn1c(NCc2ccco2)nc2ccccc21,-4,·,-2,7,0,-3,1,-27,7,-14,-18
Cc1ccc(C)c(-n2cc(CNCCCn3cccn3)c(-c3ccccc3)n2)c1,-22,2,12,8,9,-2,-3,-17,5,10,17
CC(c1ccc(F)cc1)n1c(Cn2ncc3ccccc3c2=O)n[nH]c1=S (stereo not drawn),5,2,1,-4,1,-8,5,-12,0,1,9
COc1ccccc1CC1CC(=O)N(c2ccccc2)C1=O (stereo not drawn),13,1,-6,4,-10,-2,0,23,11,-2,2
CC1=CC2=C(C=O)C(=O)C(C)(O)C(O)C2=CO1 (stereo not drawn),8,·,-2,23,-3,·,1,19,7,14,22
CCn1c(/C=C2/C(=O)N(C)c3ccccc32)nc2ccccc2c1=O,-3,4,-9,11,12,17,11,-1,23,17,13
O=C(NN1C(=O)/C(=C/c2cccc(O)c2)SC1=S)c1ccccc1O,12,2,2,12,2,-4,2,-11,5,-11,-10
O=C(COc1ccccc1[N+](=O)[O-])Nc1cc(C(=O)O)cc(C(=O)O)c1,10,4,-1,18,-18,6,1,9,-6,17,3
CCc1ccc(Nc2nnc(SCC(=O)c3c(N)n(C4CC4)c(=O)[nH]c3=O)s2)cc1,-27,-2,-24,-52,11,-39,-12,-31,61*,-40,-43
CS(=O)(=O)N(CC(=O)O)c1cc(Cl)cc(Cl)c1,3,-1,1,10,0,-1,-8,-15,1,15,-1
COc1ccc(CNC(=O)c2sc(=O)n(Cc3ccccc3C)c2C)cc1,-4,·,12,2,9,·,13,37,2,23,-32
Cc1nnsc1C(=O)N1CCC(CO)(Cc2ccccc2Cl)CC1,4,0,-4,0,17,-6,12,-4,16,8,-13
CCCCOC(=O)c1cccc(NC(=O)CCC(=O)O)c1,-7,0,3,-2,19,-9,3,-15,9,1,9
c1ccc(CCc2nn3c(Cn4nnc5ccccc54)nnc3s2)cc1,10,4,-17,-30,1,-4,-5,-16,-13,-3,-6

# Nothing new here: entries from further up.
SMILES,KKLEB cytotox,NR2E3 ag-1,TROY NFkB inh,HIF-2a inh,CF NFkB block,TRPM1 prom inh,Shn3 3UTR inh,NR2E3 ag-2,C8 TRAIL sens,Peg3 promoter,TWEAK Fn14 block
CCCCOC(=O)c1cccc(NC(=O)CCC(=O)O)c1,-7,0,3,-2,19,-9,3,-15,9,1,9
c1ccc(CCc2nn3c(Cn4nnc5ccccc54)nnc3s2)cc1,10,4,-17,-30,1,-4,-5,-16,-13,-3,-6

# Later entries.
SMILES,KKLEB cytotox,NR2E3 ag-1,TROY NFkB inh,HIF-2a inh,CF NFkB block,TRPM1 prom inh,Shn3 3UTR inh,NR2E3 ag-2,C8 TRAIL sens,Peg3 promoter,TWEAK Fn14 block
C=C(Br)Cn1c(CC(C)C)nc2ccccc21,4,-1,-3,14,-1,4,1,15,-1,6,3
COC(=O)n1c(=O)oc2ccccc21,6,-3,-8,2,0,8,-11,-6,4,9,11
CC(=O)c1ccc(NC(=O)/C(Cl)=C/c2ccccc2)cc1,5,4,71*,-250,5,-135,-61,-64,3,-198,40
Cc1ccc(F)cc1CNC(=O)C1CCC(=O)N(CCCN2CCCC2=O)C1 (stereo not drawn),7,1,-36,-66,18,-18,-10,-35,-8,-84,1
CC1=C(C(=O)OCC2CCCO2)C(c2ccc(Cl)c(Cl)c2)NC(=O)N1 (stereo not drawn),7,-3,12,12,-15,11,2,-1,41,9,-7
CCN(CC)CC(=O)c1c(N)n(Cc2ccccc2)c(=O)n(C)c1=O,3,0,1,15,-2,-7,-38,14,-21,1,-18
Cc1ccc(C(=O)NCCNc2ncc(C(F)(F)F)cc2Cl)cc1[N+](=O)[O-],1,-1,8,-10,-4,5,14,25,-12,28,15
O=S(=O)(c1ccc(-c2nc3ccccc3s2)cc1)N1CCCC1,-1,-2,-49,-108,-5,-73,-35,-68,8,-105,-29
CCCC(=O)NC(=S)Nc1cccc(NC(=O)c2ccc(Cl)cc2Cl)c1,-2,0,0,5,5,5,8,-20,31,6,-14
COC(=O)c1ccccc1NC(=O)Cn1nnc(-c2ccc(OC)cc2)n1,-4,-1,6,-20,15,8,6,-5,11,26,9
O=C(COC(=O)COc1ccccc1Cl)Nc1ccccc1OC(F)F,-8,1,17,13,-1,-2,-10,11,-17,14,12
N#Cc1nc(-c2ccc(F)cc2)oc1N1CCCC1,-8,1,-36,-55,3,-24,5,-8,1,-61,-32
NC1=NC(=Nc2ccc(Cl)cc2)c2ccccc21,-4,-2,-38,-28,4,14,-1,-28,-4,-12,2
O=C(NCC1CCCO1)C12CN(Cc3ccccc3)CC1C(c1cccc([N+](=O)[O-])c1)=NO2 (stereo not drawn),4,0,5,3,-10,3,-2,-14,-6,-8,-23
Cc1cccc(N2O[C@H]3C=CC2CCCC3)n1,4,·,-25,3,-4,-60,-19,-24,1,-31,4
CC(C)c1ccc(Nc2nc(CC(=O)O)cs2)cc1,-11,1,-50,-240,-5,-68,-70,-152,25,-261,1
CN1/C(=C\C(=O)COC(=O)Cn2nnc(-c3ccccc3)n2)C(C)(C)c2ccccc21,-4,2,23,28,1,12,76,5,13,10,15
Cc1cc(C)c2c(N)c(-c3nc4ccccc4[nH]3)sc2n1,-11,2,-19,-245,6,-19,-53,-155,-2,-267,-15
CCCC1=Nc2cc(C(=O)N3CCN(c4ccccn4)CC3)ccc2Sc2ccc(C)cc21,-2,-2,36,4,-1,17,32,0,4,32,9
O=C(Nc1ccc(Cl)cc1)C1CCCC1,3,·,-4,-24,-2,-4,10,-42,-2,-3,13
COc1ccccc1C(=O)N1CCC(C(=O)c2ccc(F)cc2)CC1,4,-3,25,4,9,-2,1,14,-8,2,0
Cn1nnnc1SCCNCc1cc(Cl)ccc1OCc1ccccc1,-5,-3,-2,-4,-17,-15,39,0,18,2,1
CCOc1ccc2c(c1)c1nnc(SCC(=O)N3CCCCC3C)nc1n2C (stereo not drawn),-6,1,11,-23,-2,-4,0,13,6,-16,-24
C[C@]12c3[nH]c4cc(-c5ccco5)ccc4c3CCN1C(=O)[C@@H](CC(=O)NCCC1=CCCCC1)C[C@@H]2C(=O)N1CCOCC1,1,·,5,7,3,6,9,-4,8,23,16
COc1cccc(C(C(=O)NC2CCCCC2)N(C(=O)c2ccccn2)c2cccnc2)c1 (stereo not drawn),12,5,11,20,5,-2,-9,-18,-5,2,-31
CCOc1ccc(S(=O)(=O)NCCC(=O)OCC(=O)NC(=O)c2cccn2C)cc1,-2,·,19,12,18,-10,-8,-11,1,3,-4
COc1ccccc1-c1noc(-c2ccccc2C(=O)NCc2ccco2)n1,-9,1,-16,-18,-2,1,-17,-2,1,-4,38
O=C(Cn1cnc([N+](=O)[O-])c1)Nc1ccc(Cl)cc1Cl,-4,·,-23,3,11,·,1,2,-5,0,-2
CCSc1nnc(CNC(=O)C23CC4CC(CC(C4)C2)C3)n1C1CCCCC1,5,1,5,11,-4,3,-3,-12,-12,1,-5
C[C@@H]1CN([C@H](C)CO)C(=O)c2cc(Br)cnc2O[C@@H]1CN(C)C(=O)c1ccccc1,2,·,-5,-4,15,·,-11,-13,-18,6,4
CSCCC(NC(=O)c1ccco1)C(=O)Nc1ccncc1 (stereo not drawn),-7,0,-12,-1,13,13,-10,-20,-1,15,12
Cc1cccc(Oc2nc(-c3ccncc3)nc3ccccc23)c1,1,1,-44,15,9,-12,11,-2,7,20,-15
OCCN1CCN(c2ncnc3c2c(-c2ccccc2)cn3-c2ccc(F)cc2)CC1,-1,2,-4,16,3,-3,9,-13,4,44,-15

# In a second layout: results already given
# Value order: KKLEB cytotox	NR2E3 ag-1	TROY NFkB inh	HIF-2a inh	CF NFkB block	TRPM1 prom inh	Shn3 3UTR inh	NR2E3 ag-2	C8 TRAIL sens	Peg3 promoter	TWEAK Fn14 block
C[C@]12c3[nH]c4cc(-c5ccco5)ccc4c3CCN1C(=O)[C@@H](CC(=O)NCCC1=CCCCC1)C[C@@H]2C(=O)N1CCOCC1
  1	·	5	7	3	6	9	-4	8	23	16
O=C(Nc1ccc(Cl)cc1)C1CCCC1
  3	·	-4	-24	-2	-4	10	-42	-2	-3	13
Cc1cc(C)c2c(N)c(-c3nc4ccccc4[nH]3)sc2n1
  -11	2	-19	-245	6	-19	-53	-155	-2	-267	-15
CSCCC(NC(=O)c1ccco1)C(=O)Nc1ccncc1 (stereo not drawn)
  -7	0	-12	-1	13	13	-10	-20	-1	15	12
Cc1ccc(C(=O)NCCNc2ncc(C(F)(F)F)cc2Cl)cc1[N+](=O)[O-]
  1	-1	8	-10	-4	5	14	25	-12	28	15
N#Cc1nc(-c2ccc(F)cc2)oc1N1CCCC1
  -8	1	-36	-55	3	-24	5	-8	1	-61	-32
CCCC(=O)NC(=S)Nc1cccc(NC(=O)c2ccc(Cl)cc2Cl)c1
  -2	0	0	5	5	5	8	-20	31	6	-14

# Only part of the results is shown; count on the stated rates, not on these rows.
